GRP78 ERSR act: induces the endoplasmic reticulum stress response in human glioma cells. U87-MG GRP78 promoter luciferase reporter, 16 h. Potency, µM, without a hit: top-dose activation, usual class: activators. actives 0.02% (n = 420,000); note: potency is the fitted concentration of half-maximal effect; series mostly up to about 76 µM; % of control where 0% means no effect; nearly all actives have a fitted effect of over 35% in size
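Stably transfected U87-MG glioma cells carrying a GRP78-based luciferase sensor; 16 h compound incubation. Luminescence end-point read 10 min after Bright-Glo addition at room temperature.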
D2 ag: activates the human D2 dopamine receptor; HEK293 T-REx D2 cells, calcium flux agonist mode; actives 0.53% (n = 340,000); P14416; activation, % at 2 µM;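 active = activation over 3 SD above normal in the single-dose calcium agonist read, cut at about 30% in these data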; note: 0% is about no effect
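Agonism scored from kinetic calcium signal (1 read/sec, 180 s) following compound pin transfer, after a 10 s baseline. Cells: HEK293 Trex line expressing inducible D2 receptor coupled to calcium, dye-loaded after overnight culture at 30 C.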
12-LOX inh: inhibitors of human 12S-lipoxygenase ALOX12; AID 1671190; P18054; purified 12hLO, xylenol orange hydroperoxide absorbance; actives 1.1% (n = 580,000); Potency, µM (doses to about 108 µM), for inactives: at the highest dose activity change, negative = inhibition, usual class: inhibitors; note: potency is the fitted concentration of half-maximal effect; % is set by controls: 0 for no effect and ±100 for the full control effect
Target sequence (P18054 whole entry, looked up): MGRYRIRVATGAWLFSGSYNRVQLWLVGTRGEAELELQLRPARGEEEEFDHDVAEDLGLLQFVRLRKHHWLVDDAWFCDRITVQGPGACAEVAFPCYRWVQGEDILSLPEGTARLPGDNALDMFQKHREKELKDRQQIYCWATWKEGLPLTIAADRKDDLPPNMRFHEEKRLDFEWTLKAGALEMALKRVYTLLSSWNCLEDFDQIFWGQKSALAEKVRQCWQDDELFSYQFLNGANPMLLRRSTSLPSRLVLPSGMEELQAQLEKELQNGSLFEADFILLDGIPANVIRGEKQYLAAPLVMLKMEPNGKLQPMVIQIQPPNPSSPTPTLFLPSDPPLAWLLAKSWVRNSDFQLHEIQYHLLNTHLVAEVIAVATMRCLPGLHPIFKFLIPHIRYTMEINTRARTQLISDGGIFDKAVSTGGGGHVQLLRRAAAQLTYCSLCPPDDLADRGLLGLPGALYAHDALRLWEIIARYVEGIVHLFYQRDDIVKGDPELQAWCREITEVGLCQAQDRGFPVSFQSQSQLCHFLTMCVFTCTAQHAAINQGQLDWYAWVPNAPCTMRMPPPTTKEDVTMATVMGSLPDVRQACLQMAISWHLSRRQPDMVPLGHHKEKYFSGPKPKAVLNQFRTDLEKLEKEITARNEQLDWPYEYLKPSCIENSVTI
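Purified human 12hLO (150 nM final) in 25 mM Hepes, 0.01% Triton X-100, pH 7.0 was preincubated 15 min at room temperature with compound. Then 40 uM arachidonic acid was added, 30 min. Hydroperoxide was read by Fe-XO absorbance ratio 573/405 nm.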
Vif-A3F inh: inhibitors of Vif-A3F interaction; HeLa A3F-eYFP + Vif (tagged APOBEC3F with the HIV-1 protein that degrades it), YFP fluorescence increase; Potency, µM (titrated, usually from 46.1 µM), for inactives: at the highest dose activity, negative = active; actives 0.2% (n = 390,000); note: potency is the fitted concentration of half-maximal effect; % of control where 0% means no effect; nearly all actives have a fitted effect of over 65% in size
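Fluorescence increase (Ex 488/Em 500-530) after overnight compound treatment at 37 deg C flags inhibition of Vif-driven A3F-eYFP loss in stable HeLa A3F-eYFP/Vif cells seeded overnight beforehand.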
ERG-DNA inh: ERG Ets/DNA interaction inhibition | AID 624246 | fluorescence polarization, His-ERG Ets domain / labelled DNA | actives 0.028% (n = 370,000) | P11308 | Potency, µM (highest dose often 76.9 µM), for inactives: at the highest dose FP activity, negative = inhibition, actives largely listed as inhibitors; active = well fitted inhibition curve with a large enough effect in the polarisation, with a control signal flat; inconclusive = small, poorly fitted or top-dose-only effect, or effect the other way, or a change in a side signal; inactive = no such curve, though single readings can be large or run the other way; the % refers to the polarisation;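 note: polarization taken with two DNA probes labelled with fluorescein and Texas red; potency is the fitted concentration of half-maximal effect; % of control where 0% means no effect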
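His-tagged ERG Ets domain (1 uM in the protein solution; 300mM KCl, 50mM Tris-HCl, 1mM EDTA, 1mM DTT, pH 7.5) received compound, then a probe mix of 5 nM fluorescein-DNA and 100nM Texas-615-DNA. Fluorescence polarization was read for both dyes.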
Vif-APOBEC3G blk: inhibitors of Vif-APOBEC3G interaction; AID 602310; actives 0.076% (n = 410,000); Q9HC16; Potency, µM (series often up to 46.1 µM), without a hit: at the top dose activity, negative = active, most hits filed as inhibitors; HeLa A3G-eYFP + Vif (tagged APOBEC3G with the HIV-1 protein that degrades it), YFP fluorescence, overnight;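 note: potency is the fitted concentration of half-maximal effect; % is set by controls: 0 for no effect and ±100 for the full control effect; nearly all actives have a fitted effect of over 60% in size; hits raise eYFP signal because A3G escapes Vif-driven loss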
Target sequence (Q9HC16 whole entry, looked up): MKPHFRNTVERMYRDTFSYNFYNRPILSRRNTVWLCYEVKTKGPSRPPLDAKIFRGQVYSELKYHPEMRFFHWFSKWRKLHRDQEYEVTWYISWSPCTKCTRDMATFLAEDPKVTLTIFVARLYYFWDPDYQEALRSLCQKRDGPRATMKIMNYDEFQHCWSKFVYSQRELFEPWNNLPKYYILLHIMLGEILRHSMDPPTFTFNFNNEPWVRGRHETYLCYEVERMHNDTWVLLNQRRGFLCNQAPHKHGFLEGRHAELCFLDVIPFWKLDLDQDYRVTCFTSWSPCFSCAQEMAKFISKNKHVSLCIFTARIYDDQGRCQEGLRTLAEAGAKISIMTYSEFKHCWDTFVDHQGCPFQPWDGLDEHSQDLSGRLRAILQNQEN
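Read-out is eYFP fluorescence (Ex 488/Em 500-530) from Vif-expressing HeLa A3G-eYFP cells; more signal means A3G escaped Vif-mediated degradation. Cells plated overnight, compound pinned in, incubated overnight at 37 deg C.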
LDHA inh: LDHA (human) enzyme inhibition. P00338. purified LDHA, NADH/diaphorase-resazurin fluorescence; stronger effect = lower value. activity change, % (values are at about 110 or 230 µM). actives 0.15% (n = 480,000); in the data active = activity change below about -30%; inconclusive = mostly about -25% to -30%;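 note: plate controls were DMSO wells for no effect and wells without enzyme for full effect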
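LDH5 2 nM; NADH 0.06 mM, pyruvate 0.2 mM; 200 mM Tris pH 7.4, EDTA, Tween-20; 5 min RT. Detection: diaphorase 0.133 mg/mL + resazurin 37 µM, fluorescence ex540/em590 at 0 and 20 min; normalized to enzyme-free and DMSO wells.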
RGS4 inh: human RGS4 inhibition | P49798 | Transcreener GDP fluorescence polarization, RGS4-accelerated GTP hydrolysis | Potency, µM (titrated, usually from 114 µM), inactives show at the highest dose activity change, negative = inhibition, hits mostly inhibitors | actives 0.039% (n = 390,000) | AID 504845; note: potency is the fitted concentration of half-maximal effect; % is set by controls: 0 for no effect and ±100 for the full control effect; nearly all actives have a fitted effect of over 75% in size; some results filed as inactive show a strong effect at the top dose
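MLSMR compounds (23 nl, pin-transferred) preincubated 10 min at room temperature with a 500nM (2x) first reagent, then RGS4 at 900nM (2x) plus Transcreener GDP mix added; fluorescence polarization (620/688 nm) read before and after 90 min at 30 °C.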
D2 antagonist: antagonists of human D2 dopamine receptor | inhibition, % at 10 µM | actives 2% (n = 340,000) | HEK293 TREx D2 cells, calcium flux, dopamine EC80; in the data active = inhibition above about 30%; note: 0% is about no effect
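HEK293 T-REx D2 cells, tet-induced, calcium dye no-wash. Cpd pintool add, 180 s kinetic, then EC80 DA, 180 s kinetic. Ca flux read.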
* hit, by the source's call; ? = inconclusive; . = not tested or not shown; & = joins results of further samples; [ ] = remark or other dose. Unless noted, calls come from the whole dose curve; as a rule, active = well fitted curve in the direction sought with a large enough effect; inconclusive = small, poorly fitted or top-dose-only effect, or another doubt; inactive = no such curve, though single readings can be large; an effect the other way counts as inactive or inconclusive.

SMILES	GRP78 ERSR act	D2 ag	12-LOX inh	Vif-A3F inh	ERG-DNA inh	Vif-APOBEC3G blk	LDHA inh	RGS4 inh	D2 antagonist
O=C(COC(=O)Cc1c[nH]c2ccccc12)Nc1c(Cl)cccc1C(F)(F)F	-6%	-0.3	-6%	-6%	-1%	0%	-8	-11%	10
COc1ccc(-c2cc3ccc(O)c(CN4CCCCC4C)c3oc2=O)cc1OC (stereo not given)	-2%	3.0	25%	2%	-4%	1%	1	13%	.
Cc1ccc(NC(=O)CSc2nc(=O)n(CCCN(C)C)c3c2CCC3)c(C)c1	-3%	0.0	-8%	2%	-2%	1%	-7	-9%	-17
COc1ccc(S(=O)(=O)NCc2ccc3c(c2)CCN3C(=O)c2ccccc2)cc1OC	-1%	.	-12%	-1%	3%	8%	-6	-1%	.
COC(=O)c1ccc(COc2ccc(/C=N/NC(N)=S)cc2)o1	-4%	0.1	?	?	8%	-5%	0	-44%	15
CCc1ccc(C(=O)Nc2nnn(CC)n2)cc1	-11%	0.7	4%	-11%	-9%	0%	-2	-4%	12
COc1ccc(-c2cc(C(=O)O)no2)cc1	-5%&-1%	1.1	-8%	-11%	?	0%	-1	6%	-3
CN(C)C(=O)CCc1ccc2c3c([nH]c2c1)[C@]1(CCC2CCCC2)[C@@H](C(=O)N2CCOCC2)C[C@H](CC(=O)NCC24CC5CC(CC(C5)C2)C4)C(=O)N1CC3	-2%	.	-13%	?	-20%	0%	-7	4%	.
COc1ccc(C2(c3ccc(OC)cc3)NC(=O)N(CC(=O)Nc3ccccc3C(F)(F)F)C2=O)cc1	-3%	0.8	-1%	-1%	-5%	-3%	3	-8%	-12
C=CCn1c(C)c(C(C)=O)cc(NC(=O)c2ccccc2)c1=O	-4%	0.7	1%	-28%	2%	-2%	2	-13%	-4
CCSc1cc(N2CCCC2)nc(-c2ccc(Cl)cc2)n1	-4%	0.1	-10%	1%	11%	-7%	0	6%	1
CC1CCC(N2CCN(c3ncccn3)CC2)CC1 (stereo not given)	-4%	-0.6	?	2%	-7%	-3%	3	-11%	12
COC(=O)c1ccsc1NC(=O)CCc1ccccc1	1%	-0.2	-3%	2%	-2%	5%	-7	14%	-8
COc1ccc(N=Cc2c(C)[nH][nH]c2=O)cc1	-3%	-0.2	-1%	-1%	12%	1%	-4	0%	-6
COC(=O)c1ccccc1NC(=O)C(=O)NCC1CCCO1 (stereo not given)	-4%	-0.9	7%	4%	.	1%	-2	-9%	9
O=C(NC1CCCCC1)N1CCN(c2ncccn2)CC1	-1%	-0.2	1%	0%	10%	-5%	-4	-5%	3
Cn1c(=S)n(/N=C/c2cccs2)c2ccccc21	-8%	-0.4	3%	2%	4%	-3%	1	-15%	11
COc1ccc(N(C(=O)c2csnn2)C(C(=O)NC2CCCC2)c2ccccc2)cc1 (stereo not given)	-3%	-3.4	2%	14%	-8%	4%	2	-20%	5
c1ccc2c(c1)CNc1ccccc1C2	-2%	2.6	0%	2%	3%	-3%	-1	-6%	-4
O=C(c1cc(COc2ccc(F)cc2F)on1)N1CCN(C(=O)c2ccco2)CC1	-3%	-0.5	-20%	7%	12%	-1%	-9	-54%	4
CN(c1ccccc1C(=O)O)S(=O)(=O)c1ccc2c3c(cccc13)C(=O)N2	-9%	-0.2	52%[activator]	6%	-10%	-7%	15	-24%	-9
COc1ccc(S(=O)(=O)N2CCC(Oc3cccc(C(F)(F)F)c3)CC2)cc1OC	-1%	-0.2	4%	-1%	-4%	0%	-1	4%	.
Cc1ccc(C)c(NC(=S)NC2CC3CCCC(C2)N3CC(C)C)c1 (stereo not given)	-3%	0.5	-7%	-2%	3%	0%	-4	-15%	2
CC1=C(C(=O)Nc2ccc(Cl)cc2)C(C(C)C)n2nc(SCc3cccc(C)c3)nc2N1 (stereo not given)	-2%	0.0	?	-13%	-2%	1%	0	-8%	.
Cc1cccn2c(=O)c3cc(C(=O)NC4CCS(=O)(=O)C4)sc3nc12 (stereo not given)	4%	0.6	4%	1%	-8%	2%	2	-21%	13
COc1ccc(-c2nc(C)c(CCNC(=O)c3c(F)cccc3F)s2)cc1	2%	1.0	0%	-1%	-1%	-3%	0	-26%	.
CSc1nc(N)nc(-c2cccs2)c1C#N	2%	-0.1	9%	-7%	1%	-9%	-8	10%	-15
COCCNC(=O)c1ccc2c(c1)nc(C)n2-c1cccc(F)c1	-3%	-0.1	0%	-27%	10%	5%	0	27%	-5
CN(C)c1ccc(NC(=O)Nc2nnc([C@H]3C[C@H](O)[C@@H](CO)O3)s2)cc1	?	.	-20%	.	.	1%	5	.	.
COc1cccc(-c2nc(S(=O)(=O)c3ccc(C)cc3)c(N3CCCCC3)o2)c1	.	-0.2	-1%	.	2%	.	-5	-7%	.
CC(=O)Oc1ccc(C23c4ccccc4C2(OC(C)=O)c2cc(OC(C)=O)ccc23)cc1 (stereo not given)	2%	.	-24%	?	6%	?	13	-5%	.
Cc1cc(C)cc(OCc2cc(=O)n3c4c(sc3n2)CCCC4)c1	-2%	0.0	-26%	5%	4%	-3%	-2	-8%	.
COC(=O)c1cc(NC(=O)Cc2coc3cc(OC)ccc23)cc(C(=O)OC)c1	-4%	4.1	0%	.	7%	-9%	1	-5%	3
CCOc1ccccc1N1CCN(C(=O)c2cc[n+]([O-])cc2)CC1	-5%	0.0	-20%	0%	-3%	0%	-4	-10%	24
COc1ccc(CC(=O)OCC(=O)NCc2ccc(F)cc2)cc1	-3%	.	-5%	?	-12%	0%	-4	10%	.
Cc1cc(C)nc(Nc2ccc(O)cc2)n1	-2%	-1.8	284%[activator]	1%	5%	0%	0	-5%	-4
CCOC(=O)c1cc(NC(=O)c2ccc(C)cc2)c(=O)n2c1oc1ccccc12	-1%	0.4	-11%	?	8%	-2%	2	20%	.
c1ccc(CC2CCN(C3=Nc4cccc5cccc3c45)CC2)cc1	18%	-0.8	.	-8%	3%	1%	7	-2%	0
Cc1ccc(S(=O)(=O)Nc2cccc(C(=O)NCC(c3ccco3)N3CCCCC3)c2)cc1F (stereo not given)	-2%	-0.9	-15%	-5%	2%	-2%	-4	-3%	13
O=C(CC(SCCO)c1ccc2c(c1)OCO2)c1ccco1 (stereo not given)	?	0.0	36%[activator]	2%	-6%	-1%	-3	-9%	6
COc1cccc(NCc2nnc(SCC(=O)NC3CCS(=O)(=O)C3)n2C2CCCCC2)c1 (stereo not given)	1%	0.5	2%	5%	2%	-1%	1	-2%	12
S=C(Nc1cccnc1)NC1CCCCCCC1	-1%	0.4	-8%	-16%	2%	-8%	-2	-49%	-12
CCCc1nn2c(=O)cc(COc3cccc(NC(=O)c4ccco4)c3)nc2s1	0%	0.2	-4%	1%	15%	-11%	-6	-11%[56.9 µM]	-19
Cc1ccc(NC(=O)c2cccc(NC(=O)CC3SC(N4CCCCC4)=NC3=O)c2)nc1 (stereo not given)	0%	-0.8	10%	8%	-3%	-3%	-2	-18%	-2
CN1CCC(CN)(N2CCN(c3ccccc3)CC2)CC1	1%	24	?	-9%	9%	1%	-2	8%	-5
CC(Nc1nc2ncn(Cc3ccccc3)c2c(=O)[nH]1)C(=O)O (stereo not given)	-3%	1.2	-8%	-5%	-3%	-1%	-12	1%	5
CCCC(=O)N1CCC1(C)C(=O)NS(=O)(=O)c1cc(C)ccc1F (stereo not given)	-3%	.	?	.	.	-3%	-1	.	.

By substructure, those above with fluorine
SMILES	GRP78 ERSR act	D2 ag	12-LOX inh	Vif-A3F inh	ERG-DNA inh	Vif-APOBEC3G blk	LDHA inh	RGS4 inh	D2 antagonist
O=C(COC(=O)Cc1c[nH]c2ccccc12)Nc1c(Cl)cccc1C(F)(F)F	-6%	-0.3	-6%	-6%	-1%	0%	-8	-11%	10
COc1ccc(C2(c3ccc(OC)cc3)NC(=O)N(CC(=O)Nc3ccccc3C(F)(F)F)C2=O)cc1	-3%	0.8	-1%	-1%	-5%	-3%	3	-8%	-12
O=C(c1cc(COc2ccc(F)cc2F)on1)N1CCN(C(=O)c2ccco2)CC1	-3%	-0.5	-20%	7%	12%	-1%	-9	-54%	4
COc1ccc(S(=O)(=O)N2CCC(Oc3cccc(C(F)(F)F)c3)CC2)cc1OC	-1%	-0.2	4%	-1%	-4%	0%	-1	4%	.
COc1ccc(-c2nc(C)c(CCNC(=O)c3c(F)cccc3F)s2)cc1	2%	1.0	0%	-1%	-1%	-3%	0	-26%	.
COCCNC(=O)c1ccc2c(c1)nc(C)n2-c1cccc(F)c1	-3%	-0.1	0%	-27%	10%	5%	0	27%	-5
COc1ccc(CC(=O)OCC(=O)NCc2ccc(F)cc2)cc1	-3%	.	-5%	?	-12%	0%	-4	10%	.
Cc1ccc(S(=O)(=O)Nc2cccc(C(=O)NCC(c3ccco3)N3CCCCC3)c2)cc1F (stereo not given)	-2%	-0.9	-15%	-5%	2%	-2%	-4	-3%	13
CCCC(=O)N1CCC1(C)C(=O)NS(=O)(=O)c1cc(C)ccc1F (stereo not given)	-3%	.	?	.	.	-3%	-1	.	.

Assay outcomes (PubChem)

Only part of the results is shown; count on the stated rates, not on these rows.
